High-throughput results as filed in PubChem.
ERK EGF block: EGF-driven ERK pathway inhibition. HEK293-V1b, EGF-stimulated phospho-ERK AlphaScreen. Potency, µM (highest dose often 11.5 µM), for inactives: top-dose activity change, negative = inhibition, most hits filed as inhibitors. 0.41% of 130,000 active. AID 1454; active means well fitted inhibition curve with a large enough effect; inconclusive means small, poorly fitted or top-dose-only effect, or effect the other way;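 further: plate controls were stimulated vehicle wells for no effect and unstimulated vehicle basal for full effect; nearly all actives have a fitted effect of over 55% in size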
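EGF-stimulated (25 nM, 5 min) phospho-ERK in HEK293 cells stably expressing V1b, cells pretreated 30 min with compound at 37C. Homogeneous AlphaScreen read on lysates.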
Starred values were filed as active, the others as inactive; ? = inconclusive; [ ] = dose if it differs, or a comment. Potency means the concentration at half of the fitted maximal effect.

> O=C(c1cccc([N+](=O)[O-])c1)c1cc2ccccc2o1
  ERK EGF block = 1%

> Cc1c(Cl)cccc1NC(=S)NC1CC1
  ERK EGF block = 1%

> CCc1ccc2nc(N)sc2c1
  ERK EGF block = 1%

> CCOC(=O)C1(CCOC)CCN(Cc2ccc(C(=O)OC)cc2)CC1
  ERK EGF block = -2%

> CCOC(=O)C(NC(C)=O)(Nc1ccc(S(=O)(=O)Nc2ncccn2)cc1)C(F)(F)F (centres undefined)
  ERK EGF block = 0%

> O=C(c1ccc([N+](=O)[O-])o1)N1CCc2ccccc2C1
  ERK EGF block = 8%[57.5 µM]

> N/C(Cc1ccc([N+](=O)[O-])cc1)=N\OC(=O)c1cccc(Br)c1
  ERK EGF block = 0%

> O=C(NNC(=O)C1CC=CCC1C(=O)O)c1cccs1 (centres undefined)
  ERK EGF block = -1%

> CNc1nc(Cl)nc(Nc2ccccc2)n1
  ERK EGF block = 4%

> COc1cccc(C(=O)NNC2=C(C(=O)C(F)(F)F)CCC2)c1
  ERK EGF block = -1%[57.5 µM]

> CCOC(=O)C(C)n1cnc2sc(C)c(C)c2c1=O (centres undefined)
  ERK EGF block = 4%

> COc1ccc(-n2cc(CNCCc3nc(C)cc(C)n3)c(-c3ccccc3Cl)n2)cc1
  ERK EGF block = 11%

> Cc1oc2ccc(O)cc2c1C(=O)c1ccc([N+](=O)[O-])cc1
  ERK EGF block = 2%

> COCCn1c(C)nnc1SCC(=O)Nc1ccccc1[N+](=O)[O-]
  ERK EGF block = -1%

> Cc1ccc(NC(=O)CN(C)C(=O)CSc2nnnn2C)cc1
  ERK EGF block = 0%[57.5 µM]

> O=C(CSc1nnc(SCc2ccccc2)s1)N/N=C/C=C\c1ccco1
  ERK EGF block = 6%

> Nc1ncnc2c1ncn2[C@@H]1O[C@H](COP(=O)(O)OP(=O)(O)OP(=O)(O)OP(=O)(O)OC[C@@H]2O[C@H](n3cnc4c(N)ncnc43)[C@@H](O)[C@@H]2O)[C@H](O)[C@H]1O
  ERK EGF block = 4%

> Cc1c(S(=O)(=O)c2ccccn2)c(N)n(Cc2ccccc2Cl)c1C
  ERK EGF block = -3%[57.5 µM]

> COc1cccc(C(=O)/C=C/Nc2ccc(S(=O)(=O)Nc3nc(C)cc(C)n3)cc2)c1
  ERK EGF block = -1%

> Oc1c(C(c2cccs2)N2CCN(c3ccccc3)CC2)sc2ncnn12 (centres undefined)
  ERK EGF block = 9%

> O=C(COC(=O)c1cccc(S(=O)(=O)N2CCN(c3ccccc3)CC2)c1)NCC1CCCO1 (centres undefined)
  ERK EGF block = ?

> COc1ccc(S(=O)(=O)N2CCOCC2)cc1NC(=O)CN1CCCC1
  ERK EGF block = 6%

> Cc1ccc(C(=O)O)cc1NC(=S)NC(=O)c1ccc([N+](=O)[O-])cc1Cl
  ERK EGF block = -1%

> Cc1ccc(C2CC(c3ccccc3C)n3nc(N)nc3N2)cc1 (centres undefined)
  ERK EGF block = 3%

> O=C(NC1CCCc2ccccc21)c1ccc2c(c1)OCO2 (centres undefined)
  ERK EGF block = -13%

> FC(F)(F)COc1ccc(-c2nnc(SCc3ccccc3)o2)cn1
  ERK EGF block = 2%[57.5 µM]

> Cc1cccc(C(=O)NNC(=O)c2ccco2)c1
  ERK EGF block = -6%

> Cc1noc(C)c1CN(C(=S)NC(C)C)c1ccccc1
  ERK EGF block = 10%

> CCOC(=O)C1CCN(C(=O)Nc2ccc(OC(F)(F)F)cc2)CC1
  ERK EGF block = 0%[57.5 µM]

> COC(=O)c1sccc1NC(=O)CC1C(=O)NCCN1C(=O)Nc1ccc(OCc2ccccc2)cc1 (centres undefined)
  ERK EGF block = 5%[57.5 µM]

> CCNC(=O)CSc1nc(-c2ccccc2)cs1
  ERK EGF block = -5%

> Cc1nn(-c2ccccc2)c(N2CCCC2)c1/C=N/NC(=S)Nc1ccccc1F
  ERK EGF block = 3%

> COc1ccc([C@H]2[C@H](C(=O)OC(C)(C)C)N3N=Cc4ccccc4C3C23C(=O)c2ccccc2C3=O)c(OC)c1 (some centres undefined)
  ERK EGF block = 6%

> N#CCNC(=O)c1cccn1-c1ncc(C(F)(F)F)cc1Cl
  ERK EGF block = -3%

> COc1ccc(/C=N/N=C2/SCC(=O)N2Cc2ccccc2)cc1
  ERK EGF block = -5%[57.5 µM]

> COc1ccc(NC(=O)N[C@@H](CCSC)C(=O)O)cc1OC
  ERK EGF block = 2%[57.5 µM]

> C/C(CCC1CC(C)OC1=O)=N\NC(N)=O (centres undefined)
  ERK EGF block = -4%[57.5 µM]

> COc1ccc(CCNC(=O)CN(c2cc([N+](=O)[O-])ccc2OC)S(C)(=O)=O)cc1OC
  ERK EGF block = -6%

> O=C(O)c1cccc(Nc2ncnc3sccc23)c1
  ERK EGF block = -2%

> CC(C)(C)c1ccc2c(c1)OC(C(=O)N/N=C\c1ccccn1)CO2 (centres undefined)
  ERK EGF block = 4%

> O=C(Cc1noc2ccccc12)NNC(=S)Nc1ccc(Cl)cc1
  ERK EGF block = 1%

> O=C(Nc1ccc(Cl)cc1F)c1ccccc1Br
  ERK EGF block = 3%

> O=C(Nc1ccc(N2CCCC2)c(Cl)c1)c1cccs1
  ERK EGF block = -4%

> Cc1cc(C)c(OCCN(C)C)c(Cl)c1
  ERK EGF block = -6%

> O=C(Nc1cccc(Br)c1)c1ccc(Cl)c(S(=O)(=O)N2CCOCC2)c1
  ERK EGF block = 27%

> O=[N+]([O-])c1c(C(Cl)Cl)nn(-c2ccc(Cl)cc2)c1N1CCCCC1
  ERK EGF block = ?

> O=C(CSc1cccc[n+]1[O-])c1cc(Cl)ccc1Cl
  ERK EGF block = 1%

> CC(C)(C)OC(=O)C1=NOC2(C=CC(=O)C=C2)C1
  ERK EGF block = -2%

> COc1ccc(S(=O)(=O)N(C)C)cc1NC(=O)COC(=O)c1nn(C)c(=O)c2ccccc12
  ERK EGF block = 5%

> CC1CN(c2snnc2C=C2C(=O)OC(C)(C)OC2=O)CC(C)O1 (centres undefined)
  ERK EGF block = 0%

> O=C1/C(=C/c2cccnc2)SC(=S)N1N1CCOCC1
  ERK EGF block = -8%[57.5 µM]

> O=C1N/C(=N/N=C/c2ccccc2O)SC1Cc1ccc(F)cc1 (centres undefined)
  ERK EGF block = 7%[57.5 µM]

> N#CCCn1[nH]c(-c2ccccc2)cc1=O
  ERK EGF block = 5%

> COc1ccc(Nc2nc(N)nc(CSc3nnc(C)s3)n2)cc1
  ERK EGF block = -4%

> CCCCC(=O)Nc1ccc(C(=O)NCCc2ccc(S(N)(=O)=O)cc2)cc1
  ERK EGF block = 0%

> Nc1nonc1-n1nnc(C(=O)N/N=C/c2ccc(OCc3ccc(F)cc3)cc2)c1COc1ccccc1
  ERK EGF block = 6%[57.5 µM]

> CCNc1ncc2nc(-c3ccccc3)c(=O)n(-c3ccc(OC)cc3)c2n1
  ERK EGF block = -14%

> O=C(NNc1ccccc1)C(CCO)C(=O)NNc1ccccc1
  ERK EGF block = -3%

> Cc1ccc(S(=O)(=O)n2nc(C)c(C#N)c2N)cc1
  ERK EGF block = -2%

> Cc1ccccc1CC1(CO)CCCN(Cc2nc(-c3cccs3)oc2C)C1 (centres undefined)
  ERK EGF block = 4%

> O=C(NCc1ccccc1Cl)C(=O)c1c[nH]c2ccccc12
  ERK EGF block = -9%

> Cc1ccc(OCc2nnc(N)s2)cc1C
  ERK EGF block = -5%[57.5 µM]

> Cc1cccc(NC(=O)CSc2nc(C)c(Cc3ccccc3)c(=O)[nH]2)c1C
  ERK EGF block = 1%[57.5 µM]

> CCn1c(SCC(=O)Nc2ccc3[nH]c(=O)[nH]c3c2)nnc1-c1ccccc1
  ERK EGF block = 8%[57.5 µM]

> O=C(O)c1ccc(S(=O)(=O)c2ccc3c(c2)C(=O)N(c2ccc(O)cc2)C3=O)cc1
  ERK EGF block = -5%[57.5 µM]

> COc1cc(/C=C/C(=O)O)cc(S(=O)(=O)Nc2ccc3c(c2)OCO3)c1OC
  ERK EGF block = 2%

> COC(=O)c1ccc(NC(=O)CN(c2ccc3c(c2)OCO3)S(C)(=O)=O)cc1
  ERK EGF block = 4%

> Cc1ccc(/C=C2\SC(=S)N(c3cccnc3)C2=O)cc1
  ERK EGF block = -1%

> CCOc1ccc2c(C)nc(NC3=NC(C)(C)C=C(C)N3)nc2c1
  ERK EGF block = 4%

> CC1(C)CC(=O)C(CC(=O)Nc2cc(C(F)(F)F)ccc2Cl)C(=O)C1
  ERK EGF block = -17%[57.5 µM]

> N=C1C(=O)OCC1c1ccccc1NC(=O)c1ccc(F)cc1 (centres undefined)
  ERK EGF block = 5%

> O=C(O)CCCNC(=O)CCCNC(=O)C(c1ccccc1)c1ccccc1
  ERK EGF block = -2%

> O=C(/C=C/c1ccccc1Cl)c1ccccc(=O)c1O
  ERK EGF block = -21%

> O=C(Nc1cccc([N+](=O)[O-])c1)C1CC(=O)N(C2CCCCC2)C1 (centres undefined)
  ERK EGF block = -5%

> Cc1ccc(Nc2c(F)c(F)c(F)c(F)c2C(=O)O)cc1
  ERK EGF block = -12%

> CC(C(=O)N(C)Cc1ccccc1)N1CCN(C/C=C/c2ccccc2)CC1 (centres undefined)
  ERK EGF block = 4%[57.5 µM]

> COCCCN1CN(S(=O)(=O)c2cccs2)c2nc3ccccc3nc21
  ERK EGF block = -2%[57.5 µM]

> COc1ccc(NC(=S)NCCCCCC(=O)C[N+](=O)[O-])cc1
  ERK EGF block = 6%

> COc1nc(NC2CCCCC2)nc(N2CCCCCC2)n1
  ERK EGF block = -3%

> CCN(CC)S(=O)(=O)c1ccc(C(=O)OCC(=O)Nc2ccc(-c3nc4ccc(C)cc4s3)cc2)cc1
  ERK EGF block = -6%

Taken from the results shown (14 entries):
> COc1cc(/C=C/C(=O)O)cc(S(=O)(=O)Nc2ccc3c(c2)OCO3)c1OC
  ERK EGF block = 2%

> COC(=O)c1ccc(NC(=O)CN(c2ccc3c(c2)OCO3)S(C)(=O)=O)cc1
  ERK EGF block = 4%

> Cc1ccc(/C=C2\SC(=S)N(c3cccnc3)C2=O)cc1
  ERK EGF block = -1%

> CCOc1ccc2c(C)nc(NC3=NC(C)(C)C=C(C)N3)nc2c1
  ERK EGF block = 4%

> CC1(C)CC(=O)C(CC(=O)Nc2cc(C(F)(F)F)ccc2Cl)C(=O)C1
  ERK EGF block = -17%[57.5 µM]

> N=C1C(=O)OCC1c1ccccc1NC(=O)c1ccc(F)cc1 (centres undefined)
  ERK EGF block = 5%

> O=C(O)CCCNC(=O)CCCNC(=O)C(c1ccccc1)c1ccccc1
  ERK EGF block = -2%

> O=C(/C=C/c1ccccc1Cl)c1ccccc(=O)c1O
  ERK EGF block = -21%

> O=C(Nc1cccc([N+](=O)[O-])c1)C1CC(=O)N(C2CCCCC2)C1 (centres undefined)
  ERK EGF block = -5%

> Cc1ccc(Nc2c(F)c(F)c(F)c(F)c2C(=O)O)cc1
  ERK EGF block = -12%

> CC(C(=O)N(C)Cc1ccccc1)N1CCN(C/C=C/c2ccccc2)CC1 (centres undefined)
  ERK EGF block = 4%[57.5 µM]

> COCCCN1CN(S(=O)(=O)c2cccs2)c2nc3ccccc3nc21
  ERK EGF block = -2%[57.5 µM]

> COc1ccc(NC(=S)NCCCCCC(=O)C[N+](=O)[O-])cc1
  ERK EGF block = 6%

> COc1nc(NC2CCCCC2)nc(N2CCCCCC2)n1
  ERK EGF block = -3%

Later entries
> Nc1c(C(=O)Nc2cccc(Cl)c2Cl)sc2nc(-c3cccnc3)ccc12
  ERK EGF block = 3%

> O=C(Nc1nc(-c2ccc(F)cc2)cs1)c1ccc(N2C(=O)CCC2=O)cc1
  ERK EGF block = ?

> Cc1ccc(C(=O)N/C(=C/c2ccc(C(C)C)cc2)C(=O)NCCCN2CCOCC2)cc1
  ERK EGF block = 6%[57.5 µM]

> O=C(N/N=C/c1c[nH]c2ccc(Br)cc12)c1ccccn1
  ERK EGF block = -4%

> O=C(NCC1CCCO1)C(c1ccc(F)cc1)N(Cc1ccc(F)cc1)C(=O)Cn1nnc(-c2cccs2)n1 (centres undefined)
  ERK EGF block = 1%

> CCC(C(=O)NC(C)(C)C)N(Cc1cccs1)C(=O)CNS(=O)(=O)c1ccccc1 (centres undefined)
  ERK EGF block = -5%[57.5 µM]

> CC(C)=NOCc1ccc(-c2cn([C@@H]3COC[C@H]3O)nn2)cc1
  ERK EGF block = -1%

> CN(CCC#N)C(=O)CC1(Cc2ccccc2)CCOC(C)(C)C1 (centres undefined)
  ERK EGF block = 0%[57.5 µM]

> NNC(=O)C(Cc1c[nH]c2ccccc12)NC(=O)c1ccccc1 (centres undefined)
  ERK EGF block = 2%[57.5 µM]

> COc1ccc(CCn2nnnc2CN2CCN(C(=O)c3ccco3)CC2)cc1OC
  ERK EGF block = -5%

> Cc1ccc2c(C(=O)CN3CCN(C(=O)c4ccco4)CC3)c(C)[nH]c2c1
  ERK EGF block = 11%[57.5 µM]

> COc1cc(C(=O)N/N=C/c2ccc(OC(=O)N3CCOCC3)cc2)cc(OC)c1OC
  ERK EGF block = 5%

> CC(C)(C)C(=O)NNc1nc(-c2ccccc2)c2cc(Br)ccc2n1
  ERK EGF block = -19%

> CC(OC(=O)c1ccco1)C(=O)Nc1ccc(Cl)cn1 (centres undefined)
  ERK EGF block = -1%

> CCN1/C(=C\C=C(C(C)=O)C(C)=O)Sc2ccccc21
  ERK EGF block = 2%

> C/C(=N\n1cnnc1)c1ccc(C#N)cc1
  ERK EGF block = 0%

> CC1(OC(=O)c2ccc(Cl)nc2)C(=O)C=C2C=C3CCCN3C=C2C1=O (centres undefined)
  ERK EGF block = 2%[57.5 µM]

> Cc1cc(C)c(O)c(-c2cc(C(=O)Nc3cccnc3)[nH]n2)c1
  ERK EGF block = ?

> O=C(COC(=O)c1ccco1)NCc1ccc(Cl)cc1
  ERK EGF block = -4%

> C/C(=N\NC(=S)NCCc1ccccc1)c1ccc(C)cc1
  ERK EGF block = 0%

> N#CCC(N)=C(C#N)C#N
  ERK EGF block = -2%[57.5 µM]

> COc1ccc(N2COC3c4cccc5cccc(c45)C32)cc1 (centres undefined)
  ERK EGF block = -4%

Some of the compounds tested; count on the stated rates, not on these rows.
